Compound activity: PubChem, PCMD
eIF2B yeast act – eIF2B (yeast) activity modulation; S. cerevisiae eIF2B-epsilon R284H, GCN4-lacZ luminescence; 27,000 compounds, 0.91% hits; inhibition, % at 25 µM (by protocol); AID 688;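 active means mutant luminescence inhibited past about 50% while wild type luminescence and mutant growth stay under set limits, limit read from the data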; further: some compounds called inactive have numbers as strong as hits
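Assay system: yeast eIF2B-epsilon R284H mutant carrying GCN4–beta-galactosidase fusion / Buffer or medium: YPD / Incubation: 16 h growth with compound at 30 °C, 90 min Beta-Glo step / Detection: Beta-Glo luminescence after Z-buffer lysis, growth by 595 nm absorbance / Read-out: % inhibition of reporter signal and growth versus controls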
Yeast tox – Inhibits yeast growth, turbidity readout; S. cerevisiae wild-type growth, A595 turbidity, 16 h; growth inhibition, % at 25 µM (by protocol); 30,000 compounds, 0.3% hits;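 active means mutant and wild-type yeast strains alike exhibit over 30% growth inhibition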;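 further: 0% = untreated cell controls and 100% = YPD media blanks without cells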
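Incubation: 16 h growth with compound, 30 °C; Material: S. cerevisiae wild-type or eIF2Bepsilon-R284H mutant strain; Signal: turbidity measured as absorbance at 595 nm; Medium: YPD yeast growth medium; Measure: growth inhibition (%) versus cell controls and blanks; Doses: 25 µM single dose.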
Yeast tox inhibition % – further read-out of Yeast tox, marked with its call; growth inhibition, %; S. cerevisiae eIF2Bepsilon-R284H mutant growth, A595 turbidity, 16 h;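 each compound tested once at 25 µM; 0% equals untreated cells and 100% equals cell-free medium blanks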
eIF2B yeast act mutant toxicity – also measured in eIF2B yeast act; calls as there; growth inhibition, %; measured here: mutant yeast growth, toxicity;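 each compound tested once at 25 µM; zero equals untreated control growth and 100 equals blank medium absorbance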
* = called active by the depositor; . = not tested or not shown. An excerpt, so the mix of outcomes need not match the whole.

SMILES	eIF2B yeast act	eIF2B yeast act mutant toxicity	Yeast tox	Yeast tox inhibition %
O=C(CCc1ccc(S(=O)(=O)NCc2ccccc2)cc1)NCc1ccc2c(c1)OCO2	26	19	-3	19
N#Cc1c(-c2ccccc2)nc2n(c1=O)CCS2	22	9	17	9
COc1ccccc1Nc1nc(N)nc(CN2CCN(c3ccccc3F)CC2)n1	-20	.	.	.
CC1(C)CC(=O)C2=C(C1)N(c1ccc(F)cc1)C(=O)CC2c1ccccc1 (configuration not stated)	.	.	2	10
CCCCN(CC)CCNc1c(N2CCN(C(=O)OCC)CC2)c(=O)c1=O	13	-32	5	-32
CCn1c2ccccc2c2cc(NC(C)=O)ccc21	3	18	7	18
COc1ccc(C2C=C(c3ccc(Cl)cc3)Nc3nc(NC(C)=O)nn32)cc1 (configuration not stated)	1	7	19	7
CN(CC(=O)Nc1ccc(F)c(Cl)c1)S(=O)(=O)c1cccc2nsnc12	15	-13	-4	-13
O=S(=O)(Nc1nccs1)c1ccc2c(c1)OCCO2	13	17	14	17
CCCOc1ccc(C2C(C(=O)OC)=C(C)N=C3SCCC(=O)N32)cc1OCC (configuration not stated)	0	18	22	18
CCCCc1nc(N)c(C#N)c(-c2ccco2)c1CCC	33	.	-10	0
Cc1cccn2c(N)c(-c3ccccc3)nc12	17	-14	12	-14
COc1ccc(Br)cc1S(=O)(=O)N1CC(C)OC(C)C1 (configuration not stated)	-21	.	.	.
CC(=O)c1c(C)nc2ccccn12	16	8	9	8
CSCCC(NC(=O)c1ccccc1)C(=O)NCc1ccco1 (configuration not stated)	17	6	-1	6
Cc1nc2nc[nH]n2c(=O)c1NS(C)(=O)=O	17	4	23	4
CCn1c(Cc2ccc(OC)cc2)nnc1SCC(=O)NC1CCCCC1	56	-3	-5	-3
CCOC(=O)C1CCN(CC(=O)Nc2c(C(=O)OC)[nH]c3cccc(C)c23)CC1	19	8	4	8
N#Cc1c(NC(=O)Cn2cnc3ccccc3c2=O)oc(-c2ccccc2)c1-c1ccccc1	.	.	-7	-4
C=CCn1c2ccccc2c2nnc(SCC(=O)NC(C(=O)OC)C(C)C)nc21 (configuration not stated)	28	.	-18	0

Entries of single compounds, quoted from the list:
CN(CC(=O)Nc1ccc(F)c(Cl)c1)S(=O)(=O)c1cccc2nsnc12 as listed: eIF2B yeast act = 15; eIF2B yeast act mutant toxicity = -13; Yeast tox = -4; Yeast tox inhibition % = -13
Cc1nc2nc[nH]n2c(=O)c1NS(C)(=O)=O as listed: eIF2B yeast act = 17; eIF2B yeast act mutant toxicity = 4; Yeast tox = 23; Yeast tox inhibition % = 4
O=S(=O)(Nc1nccs1)c1ccc2c(c1)OCCO2 as listed: eIF2B yeast act = 13; eIF2B yeast act mutant toxicity = 17; Yeast tox = 14; Yeast tox inhibition % = 17

The results go on:
SMILES	eIF2B yeast act	eIF2B yeast act mutant toxicity	Yeast tox	Yeast tox inhibition %
COc1ccccc1CNCc1cc(OC)c(OC)cc1OC	-17	.	.	.
CC(NC(=O)c1ccc(C(C)(C)C)cc1)C(=O)O (configuration not stated)	17	18	1	18
CC(NC(=O)Nc1ncccn1)(C(F)(F)F)C(F)(F)F	13	14	8	14
CC(=O)c1c(C(C)=O)c(C)n(C2CCCCC2)c1C	.	.	7	-16
C=CCNc1nc(C)nc(OC)n1	-31	-29	-8	-29
Cc1cc(N(C)C)c(C#N)c(N2CCOCC2)n1	13	9	16	9
CCCC(=O)Nc1ccc(NC(=O)c2cccs2)cn1	14	-27	14	-27
CNC(=O)N(O)C1N(C)C(=O)N(CC(=O)OC)C1(C)C (configuration not stated)	22	4	16	4
CCOc1ncnc2c1oc1nc(CC(C)C)c3c(c12)CC(C)(C)OC3	.	.	16	9
CCCCC(c1nnnn1Cc1ccco1)N1CCN(c2nc3ccccc3s2)CC1 (configuration not stated)	.	.	-4	-12
CC(NC(=O)c1ccco1)C(=O)N1CCc2ccccc2C1 (configuration not stated)	25	-24	-5	-24
CN1CCN(c2nc(C#N)cc(-c3ccccc3)n2)CC1	17	-15	36	-15
Cc1cc(C)c2nc(N3CCC(C(=O)N4CCCC4)CC3)sc2c1	19	4	28	4
O=C(Nc1cccnc1)c1coc(=O)c2ccccc12	-2	-9	-7	-9
O=C(NCc1cccnc1)c1ccc(NC(=O)c2ccco2)cc1	-38	-20	8	-20
O=C(CCCN1C(=O)c2ccccc2C1=O)N1CCCCC1	-30	.	.	.
CC(NC(=O)c1cccs1)C(c1cccs1)N1CCN(c2ccccc2)CC1 (configuration not stated)	-29	4	-9	4
O=C(O)CC(Cn1[nH]nnc1=S)c1ccccc1 (configuration not stated)	24	8	26	8
Cn1cc(SCC(=O)O)c2ccccc21	8	15	8	15
COc1ccc(CC(=O)Nc2ccc(-c3noc(-c4ccc(Cl)cc4)n3)cc2)cc1	-33	-5	-29	-5

Exported with two lines to a compound: entries from further up.
Below each SMILES – eIF2B yeast act, eIF2B yeast act mutant toxicity, Yeast tox, Yeast tox inhibition %
Cc1cc(N(C)C)c(C#N)c(N2CCOCC2)n1
  13, 9, 16, 9
CCCC(=O)Nc1ccc(NC(=O)c2cccs2)cn1
  14, -27, 14, -27
CNC(=O)N(O)C1N(C)C(=O)N(CC(=O)OC)C1(C)C (configuration not stated)
  22, 4, 16, 4
CCOc1ncnc2c1oc1nc(CC(C)C)c3c(c12)CC(C)(C)OC3
  ., ., 16, 9
CCCCC(c1nnnn1Cc1ccco1)N1CCN(c2nc3ccccc3s2)CC1 (configuration not stated)
  ., ., -4, -12

New compounds follow
SMILES	eIF2B yeast act	eIF2B yeast act mutant toxicity	Yeast tox	Yeast tox inhibition %
COc1ccc(S(=O)(=O)Nc2ccc(F)c(F)c2)cc1Cl	8	-6	8	-6
CC(C)CC(=O)Nc1ccc2c(c1)oc1ccccc12	19	5	36	5
O=C(Nc1ccc2c(c1)OCO2)C1CCN(c2ccc(S(=O)(=O)N3CCOCC3)cc2)CC1	1	-23	-62	-23
COc1ccc(C2(C)NC(=O)N(CC(=O)NCCC3=CCCCC3)C2=O)cc1OC (configuration not stated)	.	.	6	13
CCOC(=O)COc1ccc(Cl)cc1C1NC(=O)NC(C)=C1C(C)=O (configuration not stated)	-21	-5	4	-5
CSc1ccccc1C(=O)NC1CC2CCC1C2 (configuration not stated)	34	.	-9	0
Cc1ccc(CCNC(=O)C2CCN(C(=O)c3sccc3-n3cccc3)CC2)cc1	21	6	4	6
COC(=O)C1(CCSC)NC(c2ccc(O)cc2)C2C(=O)N(c3ccc4c(c3)OCCO4)C(=O)C21 (configuration not stated)	.	.	14	3
COc1ccccc1C(c1nnnn1C(C)(C)C)N1CCCc2ccccc21 (configuration not stated)	.	.	-2	15
Nc1ccccc1-c1nnc(SCc2ccccc2F)[nH]c1=O	20	18	35	18
C/C(NCc1ccccc1)=C(\C#N)C(=O)NCc1ccccc1	.	.	2	13
Cc1n[nH]c(C)c1S(=O)(=O)N1CCOCC1	20	-5	-14	-5
Cc1ccc(C2/C(=C(\O)c3c(C)nc4ccccn34)C(=O)C(=O)N2CCCN(C)C)o1 (configuration not stated)	-6	-10	-15	-10
O=C(NCc1ccccc1)c1cc2nc(C3CC3)cc(C(F)(F)F)n2n1	9	5	-2	5
CCCCn1c(N)nc2ccccc21	.	.	8	5
CCOc1ccc(-n2nc(C(=O)N3CCN(CC)CC3)c3ccccc3c2=O)cc1	-18	.	-21	0
Cn1c(=O)c2c(-c3ccc(C(C)(C)C)cc3)n(N3CCOCC3)cc2n(C)c1=O	25	.	1	0
CCCCNC(=O)CN(C1CCCCC1)S(C)(=O)=O	-10	35	5	35
COc1cccc(NC(=O)C23CCC(C)(C(=O)O2)C3(C)C)c1 (configuration not stated)	21	19	10	19
CC(=O)Oc1oc(-c2ccccc2)nc1/C=N/c1ccccn1	21	.	14	0
CC(C)NC(=O)c1ccccc1NC(=O)CS(=O)(=O)Cc1ccccc1	.	.	16	11
CCOC(=O)c1cnc(SC)nc1Sc1ccccc1Cl	15	7	9	7
CCCCOC(=O)c1ccc(OC(=O)c2cccnc2)cc1	21	-7	11	-7
CCOc1ccccc1N(CC(=O)NC(C)(C)C)C(=O)c1ccc(CN2CCOCC2)o1	15	-35	1	-35
CCc1nc(OCCN(C)C)c2oc3ccccc3c2n1	20	9	8	9
CSc1sc(C(=O)O)c2c1C(=O)CCC2	17	9	5	9
O=C(CSc1nnc(C2CC2)n1Cc1ccccc1)NCc1ccccc1	12	-33	4	-33
COCCOCCn1c(CCCO)nc2ccccc21	29	11	17	11
O=c1ccc2cc(S(=O)(=O)N3CCN(c4cc(Cl)ccc4Cl)CC3)ccc2o1	30	.	-15	0
O=C(CN1C(=O)C2C3C=CC(C3)C2C1=O)NCCC1=CCCCC1 (configuration not stated)	-4	26	-4	26
C=CCn1c(SCC(=O)Nc2c(C)cccc2C)nnc1-c1ccncc1	17	-7	9	-7
c1ccc(-c2ccccc2-n2cnnn2)cc1	23	4	7	4
NC(=O)c1ccc(NC(=O)c2ccc(CN3CCOCC3)cc2)cc1	-51	.	7	0
Cn1c(=O)c(NCCc2ccccc2)c2c3c(cccc31)C(=O)c1ccccc1-2	-1	5	6	5
O=S(=O)(/N=C/c1c(O)ccc2ccccc12)c1cccs1	18	5	-8	5
CC1(C)CC(=O)C2=C(C1)N(c1cccc(O)c1)C1=C(C2)C(=O)CC(C)(C)C1	16	14	11	14
Cc1cc(C)nc(NS(=O)(=O)c2ccc(NS(=O)(=O)c3ccccc3)cc2)n1	26	3	-1	3
CCOC(=O)N1CCC(NCCNC(=O)c2ccc(Cl)cc2)CC1	22	.	-15	0
C=CCNc1nc(N)c(C(=O)Nc2cc(C)on2)s1	25	-3	-8	-3
COc1ccccc1-c1cc(C(=O)Nc2cc(C)n(Cc3ccc(Cl)cc3)n2)no1	1	-9	-17	-9
Cc1cc(NCCN(C)C)n2nc(-c3cccs3)cc2n1	-46	-4	-14	-4
NC(=O)c1ccccc1N/C=C/C(=O)c1ccco1	.	.	2	-3
CCn1c(SCC(=O)Nc2nc(C)cs2)nnc1-c1ccco1	41	3	4	3
Cc1ccc(N(O)C(=O)OCCNC(=O)Nc2ccccc2)cc1	20	-9	-4	-9
COc1ccc(CC(=O)NCC2(c3ccc(OC)c(OC)c3)CCOCC2)cc1	17	14	1	14
COc1cc2c(C#N)c(N3CCCCC3)nc(N)c2c(N)n1	30	12	26	12
Cc1occc1-c1nnc(SCC(=O)N2CCCc3ccccc32)n1Cc1ccco1	21	4	13	4
CS(=O)(=O)Nc1ccc(Br)cc1C(=O)c1ccccc1	6	7	7	7
CC(=O)Nc1ccc(S(=O)(=O)NCc2ccc(C)cc2)cc1	.	.	9	10
CCNc1c(N)c(=O)oc2ccccc12	30	.	.	.
O=C(c1ccccc1)N1CCN(C2CCCCC2)CC1	9	.	.	.
O=C(Nc1ccc(Cl)cc1)[C@@H]1[C@@H]2C(=O)N(c3ccc(Cl)cc3Cl)C(=O)[C@@H]2[C@H]2C=CC=NN21	-16	.	-1	0
COc1ccccc1-c1nnc2sc(COc3ccc(Cl)cc3)nn12	63*	.	2	0
O=C(CCSc1nc(-c2ccco2)cc(C(F)(F)F)n1)N1CCN(c2ccccc2)CC1	-42	.	0	0
CC(=O)Nc1ccc(S(=O)(=O)NCCC(=O)NCCc2ccc(F)cc2)cc1	-36	-5	4	-5
CCc1ccc2[nH]c3nc(SCc4nnc(-c5ccc(C)cc5)o4)nnc3c2c1	0	.	-78	0
O=C(/C=C/c1ccccc1)NC(=S)NNC(=O)Cc1cccs1	1	-15	-15	-15
COCCOC(=O)C1=C(C)NC2=C(C(=O)CCC2)C1c1ccc(N(C)C)cc1 (configuration not stated)	13	13	-7	13
COc1cc(/C=N/NC(=O)/C(=C\c2ccc([N+](=O)[O-])cc2)NC(=O)c2ccccc2)cc(OC)c1O	2	17	1	17
Cc1ccc2c(c1)c1c3n2CCN(C(=O)Cn2c(-c4ccccc4)noc2=O)C3CCC1 (configuration not stated)	12	-23	-16	-23

Following part:
SMILES	eIF2B yeast act	eIF2B yeast act mutant toxicity	Yeast tox	Yeast tox inhibition %
c1ccc(CSc2ncnc3c2cnn3Cc2ccccc2)cc1	19	-15	8	-15
Cc1ccc(NC(=O)CCn2cccc2)cc1Cl	29	12	2	12
Cc1cc2c(c(=O)n1Cc1ccco1)C(c1ccccc1)C(C#N)=C(N)O2 (configuration not stated)	-54	.	4	0
Nc1nc(C2CCCCC2)cs1	.	.	7	10
Cc1ccc(N2CCN(C(=O)N3CCCC3)CC2)cc1C	.	.	5	15
O=C1C2C3C=CC(C3)C2C(=O)N1CCN1CCN(S(=O)(=O)c2ccc3ccccc3c2)CC1 (configuration not stated)	.	.	2	-2
O=C(CSc1nnc(Cc2ccccc2)o1)NC1CC2CCC1C2 (configuration not stated)	16	-6	4	-6
